# Assay outcomes from PubChem BioAssay.
# C2C12 statin – suppressors of simvastatin-induced myotoxicity in C2C12 myotubes. ATP luminescence, 48 h; scaled: DMSO 0, geranylgeraniol control 100. rescue of ATP level, % at 7.49 µM. 330,000 tested, 0.78% active;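 active means mean ATP rescue above about 67%, or every replicate alone reaching that limit, limit read from the data, passing the limit was not always enough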;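 further: myotubes were challenged with 10 µM simvastatin during compound exposure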
# esBAF inh – blocks esBAF chromatin remodeling in mouse ES cells | Bmi1-luciferase knock-in reporter, 24 h; 100% = twice the neutral-well signal | reporter increase, % at 12.5 µM | 350,000 tested, 2% active | AID 602393; in the data active means activation above about 40%;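 further: 0% = median of the plate's neutral control wells and 100% = double that signal; a rise in the Bmi1 reporter signal indicates esBAF inhibition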
# Casp6 inh – caspase-6 (human) enzyme inhibition; P55212; purified caspase-6, Z-VEID-R110 cleavage fluorescence; inhibition, % at 12.5 µM; 350,000 tested, 0.53% active;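 active means mean inhibition across replicates at least about 35%, with every replicate also reaching that limit, limit read from the data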;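 further: 0% = median of neutral control wells and 100% = no fluorescence left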
# Target sequence (P55212 24-179 limits assumed): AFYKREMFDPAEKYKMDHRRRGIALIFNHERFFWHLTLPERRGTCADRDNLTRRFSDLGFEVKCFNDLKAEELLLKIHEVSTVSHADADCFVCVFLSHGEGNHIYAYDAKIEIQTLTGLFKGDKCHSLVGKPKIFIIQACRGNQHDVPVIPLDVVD
# Target sequence (P55212 194-293 limits assumed): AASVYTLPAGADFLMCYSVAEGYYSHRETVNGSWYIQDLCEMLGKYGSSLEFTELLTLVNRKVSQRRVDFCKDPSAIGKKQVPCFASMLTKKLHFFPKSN
# S100A4 MyoIIA – blocks human S100A4 binding to myosin IIA peptide | inhibition, % at 10.7 µM | 360,000 tested, 0.14% active | S100A4/TAMRA-MyoIIA peptide fluorescence polarization;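 active means mean inhibition of at least 70% across replicates, with every replicate also reaching that level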
# Target sequence (P26447 whole entry, looked up): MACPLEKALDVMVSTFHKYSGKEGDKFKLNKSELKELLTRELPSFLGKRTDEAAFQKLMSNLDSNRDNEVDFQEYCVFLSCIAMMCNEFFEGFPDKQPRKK
#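 incubation = readout 5 min after mixing, signal stable up to 60 min | system = S100A4 monomer protein | buffer or medium = HEPES pH 7.2 with CaCl2, KCl, NaCl, DTT, Triton | benchmarks = neutral control DMSO, positive control TFP | also added = fluorescent myosin IIA peptide, 5 nM | compound dosing = one concentration per compound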
# FN deposition inh – fibronectin deposition inhibition; AH1F fibroblasts, Alexa488-fibronectin deposition fluorescence, overnight; inhibition, % at 12.6 µM; 350,000 tested, 0.086% active; AID 743247;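 active means mean inhibition across replicates of 30% or more, regardless of how many single replicates reach that level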;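 further: positive control wells lacked labelled fibronectin entirely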
#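 Material – AH1F fibroblast monolayer, labelled fibronectin deposition · Reagent – labelled fibronectin 24 nM · Timing – 1 h adhesion, overnight exposure · Measured by – fluorescence at 485 nm excitation, 525 nm emission · Read-out – inhibition of fibronectin deposition signal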
# SIRT5 inh – inhibitors of human sirtuin-5 desuccinylase; 330,000 tested, 1.1% active; Q9NXA8; Purified SirT5, succinyl-peptide AMC, trypsin-coupled fluorescence; AID 652115; inhibition, % at 15 µM; in the data active means inhibition above about 15%
# Target sequence (Q9NXA8 whole entry, looked up): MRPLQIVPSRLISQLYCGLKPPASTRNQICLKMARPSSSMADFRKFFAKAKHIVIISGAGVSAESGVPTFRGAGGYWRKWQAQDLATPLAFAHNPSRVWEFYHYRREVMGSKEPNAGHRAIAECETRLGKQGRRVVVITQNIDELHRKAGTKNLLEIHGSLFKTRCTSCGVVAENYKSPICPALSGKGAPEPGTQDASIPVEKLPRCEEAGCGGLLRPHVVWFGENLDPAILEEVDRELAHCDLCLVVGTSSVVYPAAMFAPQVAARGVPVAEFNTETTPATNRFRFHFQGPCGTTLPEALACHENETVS
# LGR2 antag – blocks bursicon-induced cAMP signaling via Drosophila LGR2. HEK293 LGR2, CRE-luciferase, bursicon-stimulated, 4 h. inhibition, % at 9.99 µM. 380,000 tested, 0.35% active;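 active means drop in luminescence signal, shown as inhibition above about 50% in the replicate tests, limit read from the data, passing the limit was not always enough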;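 further: agonist challenge used bursicon conditioned medium at about half maximal strength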
# * marks the source's active call; other numbers are inactive results; · = no result given; & = joins results of further samples. Only part of the results is shown; rates above refer to the full screens.
no.	Structure	C2C12 statin	esBAF inh	Casp6 inh	S100A4 MyoIIA
1	Cc1noc(C)c1NC(=O)Nc1cccc2c1O[C@H](CN(C)Cc1ccc3c(c1)OCO3)[C@@H](C)CN([C@H](C)CO)C2=O	-2	1	1	14
2	CN1CCN(c2ccc(CNC(=O)c3ccc4c(c3)OCCO4)cc2)CC1	·	·	-9	3
3	C[C@@H]1CN([C@@H](C)CO)C(=O)c2cc(-c3cccnc3)cnc2O[C@@H]1CN(C)C	5	-2	2	-6
4	O=c1cc2c(n[nH]1)-c1ccccc1CC2	5	0	-4	-1
5	O=C(CC1CCCCC1)N=C1SC2CS(=O)(=O)CC2N1c1ccccc1 (configuration not stated)	-1	-9	1	-2
6	O=C1CCCN1CCCNc1nc2c(S(=O)(=O)c3ccc(Br)cc3)nnn2c2ccccc12	-21	2	1	7
7	C=CCOc1ccc(/C=N/NC(=O)CN(c2cc(Cl)ccc2OC)S(=O)(=O)c2ccc(C)c([N+](=O)[O-])c2)cc1	·	·	-1	-2
8	CCOc1ccc(NC(=O)CSc2nnc(N)s2)c([N+](=O)[O-])c1	·	·	4	-5
9	COc1ncnc2c1ncn2CCCNCc1ccc2c(c1)OCO2	2	-1	-4	9
10	C[C@@H]1CCCCO[C@@H](CN(C)C(=O)Nc2ccc(C(F)(F)F)cc2)[C@H](C)CN([C@@H](C)CO)C(=O)c2cc(NC(=O)Nc3ccc(F)cc3)ccc2O1	-3	2	-1	-11
11	Cc1cc(C)c(S(=O)(=O)NCCc2ccncc2)c(C)c1	-12	-7	-4	-5
12	COCC(=O)N(C)C[C@@H]1Oc2cc(C#C[C@@H](C)O)ccc2S(=O)(=O)N([C@H](C)CO)C[C@H]1C	11	-1	2	1

no.	FN deposition inh	SIRT5 inh	LGR2 antag
1	·	·	-3
2	0	2	-15
3	2	-4	-8
4	6	0	10
5	-13	-2	3
6	-6	-1	0
7	4	5	6
8	-2	-1	·
9	4	0	-3
10	-19	14	19
11	1	-3	-1
12	7	-4	-8

# Continuation.
no.	Structure	C2C12 statin	esBAF inh	Casp6 inh	S100A4 MyoIIA
13	O=C(Nc1c(-c2ccc(Cl)cc2)[nH][nH]c1=O)c1ccccc1Cl	4	-6	1	7
14	COc1ccc(C#Cc2ccc3c(c2)[C@@H]2[C@@H](CCN2C(=O)c2cccc(F)c2)[C@@H](CO)N3)cc1	-10	1	-1	-17
15	O=C(c1cc(COc2ccc(F)cc2Cl)on1)N1CCCC(OCc2cccnc2)C1 (configuration not stated)	·	·	1	-3
16	COc1ccc(-c2cc3c(=O)n(CC(=O)N4CCCC4)ncn3n2)cc1	-4	4	3	3
17	O=C(NC(c1ccc(Cl)cc1)c1cnccn1)C1CCN(Cc2ccccc2)CC1 (configuration not stated)	-6	3	-5	-3
18	CC(=O)c1c(C)[nH]c(C(=O)OCC(=O)Nc2ccc3[nH]c(=O)[nH]c3c2)c1C	20	1	4	-4
19	COc1ccc(S(=O)(=O)NCc2ccccc2Cl)cc1OC	17	-3	·	·
20	CN1CCN(c2nc(-c3cccnc3)nc3scc(-c4ccccc4)c23)CC1	-6	2	-6	-2
21	COc1ccc(NC(=O)CN(C)C(=O)C2CC(=O)N(c3ccc4c(c3)OCCO4)C2)cc1 (configuration not stated)	·	·	-101	154*
22	CCN(c1ccc(NC(=O)COC(=O)CCC(=O)c2ccc(F)cc2)cc1)C(C)C	12	-6	·	·
23	CCN(CC(=O)Nc1ccc(NC(C)=O)cc1)C(=O)C1CC(=O)N(Cc2ccc(C)cc2)C1 (configuration not stated)	4	-4	27	-8
24	CCCCc1ccc(NC(=O)CSc2nc(=O)n3cc(C)ccc3n2)cc1	·	·	3	0

no.	FN deposition inh	SIRT5 inh	LGR2 antag
13	3	0	15
14	7	0	-25
15	·	0	-13
16	6	-4	4
17	3	-4	-10
18	-14	1	-2
19	·	·	4
20	-6	-4	·
21	5	-1	-12
22	·	·	-7
23	-5	-1	-5
24	-3	-5	-2

# Continued.
no.	Structure	C2C12 statin	esBAF inh	Casp6 inh	S100A4 MyoIIA
25	C[C@@H]1CN([C@H](C)CO)C(=O)c2cc(-c3ccncc3)cnc2O[C@H]1CN(C)C(=O)c1ccncc1	16	-2	0	-4
26	CCc1cccc(NC(=O)C2CCN(S(=O)(=O)c3ccc4[nH]c(=O)ccc4c3)CC2)c1	-1	1	0	2
27	Cc1cc(OCC(=O)OCC(=O)Nc2ccc(Cl)cn2)ccc1Cl	8	-2	4	-14
28	O=C(CSc1nnc(CNC(=O)c2ccccc2)o1)NCc1ccccc1	10	-9	-2	1
29	COc1ccc(C)cc1NC(=O)CNC(c1ccccc1)c1ccc(C)cc1 (configuration not stated)	-4	-20	-3	-6
30	CCOC(=O)N1CCN(Cc2ccc(O)c3ncccc23)CC1	·	·	-17	-6
31	O=C(Nc1ccc(Br)cn1)c1cccc(S(=O)(=O)N2CCCC2)c1	-13	·	2	-2
32	CCN(CC)CCNC(=O)Cn1c(-c2ccccn2)nc2ccccc21	46	6	-43	-4
33	COc1cccc2sc(NC(=O)c3ccc(S(=O)(=O)N4CCOCC4)cc3)nc12	-2	4	2	10
34	Cn1ncc(Cl)c1C(=O)N1CCN(c2ncccn2)CC1	·	·	2	0
35	COc1ccc(CCNC(=O)c2cn3ccc(C)cc3n2)cc1OC	·	·	8	-1
36	O=C(CNC(=O)c1ccccc1)c1ccccc1	14	-24	·	1

no.	FN deposition inh	SIRT5 inh	LGR2 antag
25	·	0	7
26	0	-5	-14
27	2	-2	-14
28	-1	-1	8
29	-3	-1	-8
30	·	-2	29
31	·	·	-9
32	·	-9	-6
33	·	15*	-1
34	1	0	-8
35	0	-3	-14
36	-3	·	16

# Only Casp6 inh, C2C12 statin and esBAF inh, for some of the entries so far:
cpd | SMILES | Casp6 inh | C2C12 statin | esBAF inh
31 | O=C(Nc1ccc(Br)cn1)c1cccc(S(=O)(=O)N2CCCC2)c1 | 2 | -13 | ·
26 | CCc1cccc(NC(=O)C2CCN(S(=O)(=O)c3ccc4[nH]c(=O)ccc4c3)CC2)c1 | 0 | -1 | 1
30 | CCOC(=O)N1CCN(Cc2ccc(O)c3ncccc23)CC1 | -17 | · | ·

# Following part:
no.	Structure	C2C12 statin	esBAF inh	Casp6 inh	S100A4 MyoIIA
37	CCN(CC)C(=O)Cn1c(C)c(/C=C/c2cc[n+](C)cc2)c2ccccc21	3	-8	-17	-10
38	COc1ccc(N(C(=O)C(C)C)S(=O)(=O)c2ccc3ccccc3c2)cc1	-6	3	-1	7
39	CN1C(=O)c2cc(NC(=O)Nc3ccc(F)cc3)ccc2OC[C@H]2O[C@H](CC(=O)NC3CCC3)CC[C@H]21	-35	-9	3	2
40	CCOc1cc(C(C(=O)NCC2CCCO2)N(C(=O)Cn2nnc3ccccc32)c2ccc(OC)c(OC)c2)ccc1O (configuration not stated)	1	5	2	6
41	C1CN(c2nc3nonc3nc2N2C[C@H]3CC[C@H]2C3)CCS1	·	·	-2	-11
42	CCOC(=O)c1cc2c(=O)n3ccccc3nc2n(Cc2ccco2)c1=NC(=O)c1ccc(OC)cc1	·	·	2	12
43	COc1ccc(C(=O)NNC(=S)NC(=O)C(C)(C)C)cc1	-2	11	-5	5
44	Cc1ccc(-n2c(SCc3nc4ccccc4[nH]3)nnc2-c2ccncc2)cc1	·	·	-4	2
45	COc1ccc(NC(=O)CN2C(=O)CSC(C)C2=O)cc1 (configuration not stated)	2	20	0	-5
46	O=C(NNC(=S)NCc1ccco1)c1ccc(S(=O)(=O)N2CCOCC2)cc1	·	·	2	-3
47	NC[C@H](Cc1ccccc1)NCCCCC1CCCCC1	6	-5	·	-5
48	COc1ccccc1/C=N/NC(=O)C(NC(=O)c1ccccc1)=C(C)C	-5	-1	·	·

no.	FN deposition inh	SIRT5 inh	LGR2 antag
37	4	-1	10
38	-22	-3	3
39	-14	1	-6
40	5	-1	8
41	-1	-2	-11
42	-17	-1	10
43	3	-23	-16
44	6	-3	-6
45	-3	3	10
46	-2	-2	0
47	-2	·	-11
48	0	·	·

# (listing goes on)
no.	Structure	C2C12 statin	esBAF inh	Casp6 inh	S100A4 MyoIIA
49	COc1ccc(NC(=O)c2cc(-c3ccccc3O)n[nH]2)cc1Cl	-24	33	2	-3
50	CC1=CC(C)C(/C=N/N=C(N)N)C(C)C1 (configuration not stated)	-1	-8	0	-3
51	Cc1ccc(-c2csc3ncnc(SCC(=O)O)c23)cc1	0	-5	3	-8
52	CC(=O)NC[C@H]1[C@H](c2ccc(-c3ccccc3)cc2)[C@H](CO)N1C(=O)C1CCC1	17	10	1	-7
53	COc1ccccc1NS(=O)(=O)c1cccc(C(=O)NNC(=O)c2ccc(Cl)nc2)c1	-1	6	-1	1
54	CC1(C(=O)Nc2ccc3c(c2)OCCO3)CCC(=O)N1CCc1c[nH]c2ccccc12 (configuration not stated)	10	1	-1	-7
55	Cc1cc(C)n(C(=O)c2cc3sccc3[nH]2)n1	-16	21	-4	8
56	O=C(N[C@H]1C=C[C@H](CC(=O)N2CCCCC2)O[C@@H]1CO)c1cccc(F)c1	1	-3	1&-3	3&2
57	C[C@@H]1CN([C@@H](C)CO)C(=O)Cc2cc(NC(=O)Cn3cnnn3)ccc2O[C@@H]1CN(C)CC1CC1	0	0	-2	-10
58	COc1cc(NS(=O)(=O)c2ccc(NC(=O)c3ccc(Cl)cc3Cl)cc2)ncn1	-4	-4	2	-13
59	CCNC(=S)N1CCN(CCN=CC2=C(O)CC(c3ccco3)CC2=O)CC1 (configuration not stated)	-6	-4	·	·
60	CCOc1ccc(CCNC(=O)COC(=O)Cc2c[nH]c3ccccc23)cc1OCC	1	-8	-2	-1

no.	FN deposition inh	SIRT5 inh	LGR2 antag
49	10	0	-27
50	2	-2	2
51	5	2	10
52	·	-1	-67
53	3	-4	0
54	-8	-1	8
55	-3	12	-15
56	1	4	-12&6
57	·	8	2
58	4	2	-15
59	·	·	19
60	1	0	-2

# Grouped by structure: those above containing an NH in an aromatic ring (nine)
no.	Structure	C2C12 statin	esBAF inh	Casp6 inh	S100A4 MyoIIA
4	O=c1cc2c(n[nH]1)-c1ccccc1CC2	5	0	-4	-1
13	O=C(Nc1c(-c2ccc(Cl)cc2)[nH][nH]c1=O)c1ccccc1Cl	4	-6	1	7
18	CC(=O)c1c(C)[nH]c(C(=O)OCC(=O)Nc2ccc3[nH]c(=O)[nH]c3c2)c1C	20	1	4	-4
26	CCc1cccc(NC(=O)C2CCN(S(=O)(=O)c3ccc4[nH]c(=O)ccc4c3)CC2)c1	-1	1	0	2
44	Cc1ccc(-n2c(SCc3nc4ccccc4[nH]3)nnc2-c2ccncc2)cc1	·	·	-4	2
49	COc1ccc(NC(=O)c2cc(-c3ccccc3O)n[nH]2)cc1Cl	-24	33	2	-3
54	CC1(C(=O)Nc2ccc3c(c2)OCCO3)CCC(=O)N1CCc1c[nH]c2ccccc12 (configuration not stated)	10	1	-1	-7
55	Cc1cc(C)n(C(=O)c2cc3sccc3[nH]2)n1	-16	21	-4	8
60	CCOc1ccc(CCNC(=O)COC(=O)Cc2c[nH]c3ccccc23)cc1OCC	1	-8	-2	-1

no.	FN deposition inh	SIRT5 inh	LGR2 antag
4	6	0	10
13	3	0	15
18	-14	1	-2
26	0	-5	-14
44	6	-3	-6
49	10	0	-27
54	-8	-1	8
55	-3	12	-15
60	1	0	-2
